# iPSC survival up – enhancers of single-cell hiPSC survival, primary screen, ATPlite luminescence; 100% = ROCK inhibitor wells, 0% = DMSO; survival enhancement, % at 20 µM; 360,000 tested, 0.044% active; in the data active means survival enhancement above about 18%;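 further: cells exposed to compounds for 16 hours before the ATP read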
# HTR2A ag – mouse Htr2a agonists via beta-arrestin recruitment, primary screen, cell-based, luminescence. 5-hydroxytryptamine receptor 2A (Mus musculus), P35363. 360,000 tested, 0.66% active. CHO-K1 mHTR2A beta-arrestin complementation; percent of 30 µM serotonin response. AID 624169, 2012. activation, % at 7.6 µM;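 active means activation above a run cutoff, the mean activation of all tested compounds plus 3 SD, cut at about 14% in these data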;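 further: 0% = plate median of compound wells and 100% = 30 µM serotonin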
# Target sequence (P35363 whole entry, looked up): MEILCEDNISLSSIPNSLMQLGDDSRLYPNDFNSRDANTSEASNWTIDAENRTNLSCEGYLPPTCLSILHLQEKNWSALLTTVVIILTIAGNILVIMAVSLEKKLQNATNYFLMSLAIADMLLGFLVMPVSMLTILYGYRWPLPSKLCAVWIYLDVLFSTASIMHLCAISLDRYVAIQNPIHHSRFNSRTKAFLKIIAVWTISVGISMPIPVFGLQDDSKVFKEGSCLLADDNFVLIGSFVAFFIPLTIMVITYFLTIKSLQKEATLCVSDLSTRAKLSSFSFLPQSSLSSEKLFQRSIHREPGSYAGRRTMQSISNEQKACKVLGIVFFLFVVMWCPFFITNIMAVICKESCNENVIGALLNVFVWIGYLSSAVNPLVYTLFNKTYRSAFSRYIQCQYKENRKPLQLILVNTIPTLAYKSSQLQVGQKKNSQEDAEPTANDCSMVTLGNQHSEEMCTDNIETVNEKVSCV
# NR2E3 ag-1 – inhibitors of NR2E3-RetCOR corepressor binding, primary screen, NR2E3 agonist project, biochemical, TR-FRET, GST-NR2E3, biotin-RetCOR | Photoreceptor-specific nuclear receptor (Homo sapiens), Q9Y5X4 | 1536-well | inhibition of corepressor binding, % at 4.78 µM | 320,000 tested, 0.12% active | AID 2300, 2010;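 active means percent inhibition above the cutoff of mean plus 3 SD of all tested compounds, set per screening campaign, cut at about 20% in these data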;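 further: 0% = DMSO wells and 100% = biotin wells as full block of FRET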
#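 Assay system: NR2E3–RetCOR corepressor complex. Quantity: 1.35 nM GST-NR2E3. Buffer or medium: pH 7.5 Tris-based buffer. Reagent: biotinylated RetCOR corepressor at 7 nM final. Schedule: 5 h at 4 °C. Detection: TR-FRET, emission read at 617 and 671 nm. Replicates: one well per compound, singlicate testing.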
# Peg3 prom inh – Peg3 promoter-driven luciferase inhibitors, primary screen, cell-based, HeLa, luciferase luminescence | HeLa PEG-Prom luciferase reporter, overnight | inhibition, % at 20 µM | 360,000 tested, 1.7% active;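 active means inhibition of at least 50% at 20 µM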
# HIF-2a inh – HIF-2a reporter inhibitors, primary screen, luminescence, 786-0 RCC cells | 786-0 RCC cells HIF-2a reporter, luciferase luminescence, overnight | 360,000 tested, 0.72% active | inhibition, % at 18.8 µM;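 active means inhibition of the luminescence signal of 40% or more relative to plate controls, in a single-dose primary screen at 18.75 µM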
# H9c2 protect – cardioprotection against H2O2-induced cell death, primary screen, uHTS, H9c2 cells, ATPLite luminescence; H9c2 cardiomyocytes, H2O2 injury protection, 2 h; protection from H2O2 cell death, % at 20 µM; 360,000 tested, 0.63% active;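 active means compounds giving at least 50% protection of heart cells from peroxide-induced death in the single-dose screen, raw or plate-pattern-corrected value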;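 further: 0% = DMSO wells with peroxide and 100% = DMSO wells without peroxide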
# Shn3 inh set2 – reduction of Shn3 3'UTR firefly luciferase signal, primary screen, Schnurri-3 inhibitor project, cell-based, Clone20 osteoblasts, set 2; Clone20 osteoblast Shn3 3'UTR firefly luciferase, 24 h; 360,000 tested, 0.52% active; inhibition, % at 12.5 µM; AID 588674, 2011;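 active means mean inhibition of at least 75% with every replicate also reaching 75%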;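 further: 0% = median of neutral control wells and 100% = pilot-screen positive control compound; some compounds past the cut are filed as inactive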
# PDI inh – inhibitors of human PDI, primary screen, biochemical, turbidity, single point, plate reader. Protein disulfide-isomerase (Homo sapiens), P07237. PDI insulin aggregation turbidity, A650, 90 min. inhibition, % at 10 µM. 350,000 tested, 0.052% active. AID 588391, 2011;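 active means mean inhibition across replicates of 30% or more, whatever share of single replicates reach that level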;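 further: absorbance from insulin aggregation driven by PDI reduction with DTT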
# Target sequence (P07237 whole entry, looked up): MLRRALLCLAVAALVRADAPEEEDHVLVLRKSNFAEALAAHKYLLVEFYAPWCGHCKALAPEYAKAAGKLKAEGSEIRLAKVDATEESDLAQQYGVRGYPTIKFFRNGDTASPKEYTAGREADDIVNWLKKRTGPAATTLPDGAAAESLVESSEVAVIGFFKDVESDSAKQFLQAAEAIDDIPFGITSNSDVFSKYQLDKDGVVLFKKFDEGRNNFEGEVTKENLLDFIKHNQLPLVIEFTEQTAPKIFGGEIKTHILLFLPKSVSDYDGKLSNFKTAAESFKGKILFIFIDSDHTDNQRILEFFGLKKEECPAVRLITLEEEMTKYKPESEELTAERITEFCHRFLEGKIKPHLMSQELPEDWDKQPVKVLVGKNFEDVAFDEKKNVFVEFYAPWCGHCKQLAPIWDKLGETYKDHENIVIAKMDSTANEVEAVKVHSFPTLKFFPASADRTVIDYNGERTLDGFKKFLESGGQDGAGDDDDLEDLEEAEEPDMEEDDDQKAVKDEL
# NR2E3 ag-2 – NR2E3 agonists in two-hybrid cells, primary screen, cell-based, luminescence, CHO-S, Gal4-NCOR/VP16-NR2E3. luciferase. inhibition of corepressor binding, % at 3.98 µM. 360,000 tested, 0.35% active. AID 602229, 2012;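 active means inhibition above the mean of all tested compounds plus 3 SD, cut at about 70% in these data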;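 further: 0% = DMSO with NR2E3 transfected cells and 100% = cells lacking NR2E3 construct; higher means lower luciferase signal from less NR2E3 corepressor binding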
# TRPM1 prom inh – inhibitors of MITF-dependent TRPM1 promoter reporter, primary screen, cell-based, SK-MEL-5, single point, luciferase; 330,000 tested, 0.83% active; inhibition, % at 12.5 µM; SK-MEL-5 TRPM1 promoter luciferase, 24 h;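 active means mean inhibition across replicates of 60% or more, whatever share of single replicates reaches that level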; further: values of inactives mirror those of a sister screen read the other way
# CaV13 FRET inh – Primary screen for inhibitors of IQ motif and Ca2+-dependent inactivation inhibitor domain binding in CACNA1D, Förster resonance energy transfer in living cells, …; HEK cells, CFP/YFP FRET ICDI-IQ, plate reader, 10 min; percent FRET-ratio fall versus neutral wells; inhibition, % at 12.3 µM; 340,000 tested, 0.098% active; AID 743397;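 active means mean replicate inhibition of at least 30% and at least 1% of replicates passing that level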;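 further: 0% = median of the neutral control wells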
# * = called active by the depositor; / = not tested or not shown.
# Screens in order: iPSC survival up | HTR2A ag | NR2E3 ag-1 | Peg3 prom inh | HIF-2a inh | H9c2 protect | Shn3 inh set2 | PDI inh | NR2E3 ag-2 | TRPM1 prom inh | CaV13 FRET inh
- CCCCCSc1nnc(-c2cc(Br)ccc2N)c(=O)[nH]1
  0.7 | -1 | 1 | -4 | 0 | -1 | -3 | -1 | -21 | 5 | /
- COC(=O)CN(C(=S)Nc1ccccc1)C1CC(=O)N(c2ccc(OC)cc2)C1=O (stereo not given)
  0.2 | 0 | -3 | 5 | 1 | 8 | 1 | 2 | -1 | -12 | -7
- O=C(N/N=C/c1ccc([N+](=O)[O-])o1)c1cc2ccccc2o1
  1.0 | -1 | -3 | 19 | 0 | -11 | 24 | 4 | -17 | 98* | -4
- Cc1cccc(NC(=O)NC2CC3CCC(C2)N3Cc2ccco2)c1 (stereo not given)
  0.1 | -6 | -2 | 10 | 17 | -6 | -6 | 8 | -2 | / | -6
- CC(=O)CC1c2cc(F)ccc2C=C(c2ccsc2)N1c1ccc(-c2cccnc2)cc1 (stereo not given)
  -0.9 | -2 | / | / | -1 | / | / | / | -15 | / | -5
- CN(C)c1nc(-c2cccs2)cc(C(F)(F)F)c1C#N
  0.0 | -6 | 5 | 4 | -1 | 0 | / | 7 | 13 | 8 | -4
- CCc1ccc(OC)c(S(=O)(=O)NCc2cccs2)c1
  -0.4 | 3 | 3 | 18 | 17 | -4 | -9 | 11 | -5 | 5 | -3
- O=C(NCCCc1ccccc1)C1CCC(CNc2c(N3CCCCC3)c(=O)c2=O)CC1 (stereo not given)
  -0.1 | 4 | -1 | 6 | 21 | -3 | -12 | -11 | -1 | -3 | -5
- CC1Nc2ncnc(N3CCc4ccccc4C3)c2N(Cc2ccccc2)C1=O (stereo not given)
  3.2 | 6 | / | 10 | 10 | 1 | 4 | / | -12 | / | -7
- FC(F)(F)c1cc(-c2cccs2)nc(-n2cc(Cl)cn2)n1
  3.1 | 2 | 3 | -2 | -11 | 8 | 7 | -4 | -6 | 3 | -5
- OC(c1cccc(Cl)c1)c1nc(-c2cccc3cccnc23)cs1 (stereo not given)
  5.6 | 3 | / | -27 | -44 | 4 | -28 | 1 | 4 | / | -6
- Cc1nc2ccc(NC(=S)N3CCC(C)CC3)cc2nc1C
  -0.2 | 1 | -5 | -81 | -168 | -3 | -2 | 3 | -9 | -8 | -35
- Cc1ccc(S(=O)(=O)N(C)c2ccc(OC(=O)c3cc(=O)[nH]c4ccccc34)cc2)cc1
  -1.1 | -3 | / | 18 | 21 | -2 | 1 | -2 | -20 | 14 | /
- Cc1ccc(SCC(=O)OCC(=O)NCCc2ccccc2)cc1
  -3.9 | -9 | 0 | 19 | 0 | 0 | -13 | 3 | 7 | -1 | -6
- COc1ccc(OC)c(NC(=O)CSc2nc3nc(C)cc(C)n3n2)c1
  -0.6 | 2 | 1 | -1 | 0 | -1 | 12 | -3 | -8 | 9 | -7
- C=CCn1c(=O)c(C(=O)Nc2ncccc2C)c(O)c2ccccc21
  2.0 | -2 | / | 14 | 5 | -4 | -15 | 4 | -4 | / | -4
- COc1ccc2c(c1)C(=O)N1[C@H]3c4cc(OC)ccc4OC[C@@H]3[C@H](c3ccccc3)[C@]1(C)C(=O)N2
  -1.1 | 10 | 5 | 1 | 16 | 3 | -1 | 0 | -29 | -2 | -3
- O=C1C=C(O)c2cccc(O)c2C1=O
  -1.1 | -2 | -6 | 14 | -2 | -11 | -18 | / | -4 | 22 | /
- CCOc1ccc(-c2csc(Cn3c(CN4CCN(C)CC4)nc4ccccc4c3=O)n2)cc1
  -2.0 | 0 | 2 | 28 | 5 | -16 | 3 | -6 | -23 | 20 | -15
- COc1ccccc1N1CCN(CCCCOc2cccc3ccccc23)CC1
  -1.6 | -4 | -4 | -1 | 30 | -3 | 12 | 10 | -41 | 6 | -5

# By substructure: those above with an NH in an aromatic ring.
# Screens in order: iPSC survival up | HTR2A ag | NR2E3 ag-1 | Peg3 prom inh | HIF-2a inh | H9c2 protect | Shn3 inh set2 | PDI inh | NR2E3 ag-2 | TRPM1 prom inh | CaV13 FRET inh
- CCCCCSc1nnc(-c2cc(Br)ccc2N)c(=O)[nH]1
  0.7 | -1 | 1 | -4 | 0 | -1 | -3 | -1 | -21 | 5 | /
- Cc1ccc(S(=O)(=O)N(C)c2ccc(OC(=O)c3cc(=O)[nH]c4ccccc34)cc2)cc1
  -1.1 | -3 | / | 18 | 21 | -2 | 1 | -2 | -20 | 14 | /

# Next section.
# Screens in order: iPSC survival up | HTR2A ag | NR2E3 ag-1 | Peg3 prom inh | HIF-2a inh | H9c2 protect | Shn3 inh set2 | PDI inh | NR2E3 ag-2 | TRPM1 prom inh | CaV13 FRET inh
- Cc1ccc(NC(=O)CSc2nncc3ccccc23)cc1
  -0.6 | 10 | 4 | -5 | -30 | 2 | 0 | -25 | -1 | 1 | -5
- CCOC(=O)C1C(=O)NC(C)C1c1ccccc1 (stereo not given)
  2.1 | -1 | 1 | 7 | 1 | 4 | 12 | 1 | 4 | -7 | -6
- COc1ccc(Cl)cc1-c1n[nH]c(=S)n1C1CCCCC1
  -2.4 | 1 | 0 | 6 | 12 | -4 | 3 | 12 | -15 | 17 | -5
- CSc1nc2c(c(-c3ccccc3)c1C#N)CCC2
  -2.5 | -1 | -1 | 19 | 16 | -4 | -16 | 2 | 12 | 0 | -5
- C=CCOc1ccc2c(c1)C(=NO)c1cc(OCC=C)ccc1-2
  -1.7 | -3 | -1 | -80 | -177 | -22 | 7 | 2 | -31 | -30 | -9
- Cc1cccc(NC(=S)NC(NC(=O)OCc2ccccc2)C(Cl)(Cl)Cl)c1 (stereo not given)
  -1.2 | -1 | 5 | -39 | 14 | -17 | 30 | 6 | 11 | 9 | -8
- COc1ccc(C2(CNC(=O)Cc3ccc(OC)c(OC)c3)CCCC2)cc1
  -0.9 | 8 | 0 | 14 | 13 | 0 | -27 | -1 | 17 | 3 | 1
- O=C(Nc1ccon1)C12CC3CC(C1)CC(n1cnc([N+](=O)[O-])n1)(C3)C2
  3.9 | 11 | 2 | -5 | 1 | 8 | -4 | -12 | -14 | 11 | -5
- O=C(Nc1ccccc1F)Nc1ccccc1F
  0.0 | 0 | 1 | -259 | -285 | -12 | 12 | -3 | -153 | -38 | -7
- O=C(CN1C(=O)c2ccccc2S1(=O)=O)NCc1ccccc1Cl
  1.6 | -3 | 2 | -3 | 5 | 4 | 4 | -1 | -12 | -1 | 5

# Going on with the list.
SMILES	iPSC survival up	HTR2A ag	NR2E3 ag-1	Peg3 prom inh	HIF-2a inh	H9c2 protect	Shn3 inh set2	PDI inh	NR2E3 ag-2	TRPM1 prom inh	CaV13 FRET inh
Cc1ccc(OCC(=O)N/N=C/C=C/c2ccco2)cc1C	-2.2	-2	-2	-10	0	-6	-24	0	-1	-10	-3
Cc1ccc(S(=O)(=O)NC(CC(C)C)C(=O)NCC(c2ccco2)N2CCCCC2)cc1 (stereo not given)	-0.6	2	0	75*	80*	-1	47	8	-13	59	/
CCN1C[C@@H]2[C@@H]3C(=O)N(Cc4ccccc4)C(=O)[C@@H]3[C@](C)(C1=O)N2C(=O)c1ccc(F)cc1	-0.3	7	/	6	7	5	11	2	-37	-5	-7
CCN1C(=O)[C@@H]2[C@@H](c3ccc(SC4CCCCC4)cc3)N3CCC[C@@]3(C(=O)OC)[C@@H]2C1=O	-0.3	3	0	7	15	-11	29	-4	-29	8	-9
CC(=O)Nc1cccc(C(=O)N/N=C/c2cccnc2)c1	-0.9	0	2	-3	-2	4	12	3	-3	10	6
CSc1cnn(Cc2ccccc2)c(=O)c1SCc1ccccc1	1.9	-5	-12	18	0	-9	5	10	-4	5	-4
CC1CN(S(=O)(=O)c2ccc(NC(=O)c3cc(-c4ccccc4O)n[nH]3)cc2)CC(C)O1 (stereo not given)	0.1	1	2	28	-11	-16	43	6	4	8	-4
Cn1c2c(c(=O)n(C)c1=O)[C@@]1(C(=O)Nc3ccccc31)C(C#N)=C(N)O2	-1.5	5	4	8	9	2	-1	-19	2	7	-3
O=C(NCCCN1CCCC1=O)c1cc(-c2ccc(F)cc2)nc2ccccc12	4.5	-1	/	-3	-28	2	-34	5	14	-15	-7
Cc1cccc(C(=O)c2c(N)sc3c2CCCC3)c1	3.3	0	4	-13	3	0	1	2	-39	-19	-4
OCC[C@@H]1C[C@@H](O)[C@H](O)[C@]2(Cc3ccccc3O2)O1	1.7	5	1	5	11	4	0	-5	-10	-12	-5
COc1cccc(-c2nn(-c3ccccc3)cc2CN(C)C(C)c2ccncn2)c1 (stereo not given)	1.2	-3	4	-21	-7	6	49	-3	-24	-15	12
Cc1cc2nc(-c3ccncc3)cc(C(F)(F)F)n2n1	1.0	1	1	-3	3	1	6	5	-11	-11	-6
COCCNC(=O)C(=O)NCC1OCCN1S(=O)(=O)c1ccc(C)cc1 (stereo not given)	0.0	2	0	24	12	0	-11	4	-34	0	-6
Cn1c(NC(=O)CC(C)(C)C)cc(=O)n(C)c1=O	1.5	0	5	7	14	1	-67	-2	-27	/	-7
O=C(COc1nnc2ccccn12)N1CCN(S(=O)(=O)c2ccccc2)CC1	-2.8	1	3	19	15	7	12	-4	-18	12	-4
COc1ccccc1CNS(=O)(=O)c1cc(-c2cc(C)no2)ccc1C(C)C	-0.5	-6	2	25	18	0	44	5	-24	-7	-3
O=C(O)c1ccc2c(c1)[C@@H]1C=CC[C@@H]1[C@H](c1ccccn1)N2	4.8	1	48*	15	20	0	-12	2	-35	4	-5
Cc1ccc(C(=O)c2cc3ccccc3o2)cc1[N+](=O)[O-]	-0.8	1	6	-205	-155	-2	-44	5	-7	-51	2
C/C(=N\NC(=O)c1nnn(-c2nonc2N)c1CN(C)c1ccccc1)c1cccc(O)c1	0.9	-1	0	17	3	25	-14	4	-12	-2	-8
CC(=O)c1ccc(S(=O)(=O)N2CCN(C(=O)C3CCCC3)CC2)cc1	0.1	-2	1	7	4	2	11	8	4	-6	-7
Cc1ccccc1NS(=O)(=O)c1nnc(NC(=O)c2ccccc2F)s1	3.2	2	3	20	-1	23	-65	/	-15	/	-9
